High-throughput results as filed in PubChem.
TcdB inh: inhibitors of Clostridioides difficile toxin B glycohydrolase; P18177; inhibition, % at 9.99 µM; TcdB glycohydrolase enzymatic assay, plate reader; AID 652162; 350,000 compounds, 0.24% hits; in the data active = inhibition above about 10%
* marks the source's active call; other numbers are inactive results.

SMILES	TcdB inh
Cc1noc(C)c1S(=O)(=O)Nc1ccc2c(c1)C(=O)N([C@H](C)CO)C[C@@H](C)[C@@H](CN(C)S(=O)(=O)c1c(C)noc1C)OCCCC[C@H](C)O2	-2.4
CNC(=O)C[C@H]1CC[C@H]2[C@H](COc3ccc(NS(=O)(=O)c4cccc(F)c4)cc3C(=O)N2C)O1	-1.7
C[C@@H]1CCCCO[C@@H](CN(C)CC2CCCCC2)[C@H](C)CN([C@H](C)CO)C(=O)c2cc(NS(=O)(=O)c3cccs3)ccc2O1	-2.2
C[C@@H]1CCCCO[C@@H](CN(C)S(=O)(=O)c2cccs2)[C@@H](C)CN([C@@H](C)CO)C(=O)c2cc(NC(=O)Nc3ccc(C(F)(F)F)cc3)ccc2O1	-2.7
O=C(c1ccncc1)N1CC2(C1)[C@H](c1ccccc1)[C@@H](CO)N2CC1CCCC1	-0.1
COc1ccccc1C(=O)Nc1ccc2c(c1)OC[C@@H](C)N(C)C[C@@H](C)[C@@H](OC)CN(C)C2=O	-0.6
C[C@H](CO)N1C[C@H](C)[C@@H](CN(C)CC2CC2)Oc2ccc(NC(=O)CCCN(C)C)cc2C1=O	-1.1
COCC(=O)Nc1ccc2c(c1)OC[C@@H](C)N(Cc1ccccc1OC)C[C@H](C)[C@@H](OC)CN(C)C2=O	-0.9
CN(C)C(=O)C[C@H]1CC[C@H]2[C@@H](COC[C@@H](O)CN2C(=O)C2CCOCC2)O1	0.2
C[C@H](NC(=O)[C@H]1N[C@H]2c3ccc(C4=CCCC4)c(=O)n3C[C@H]2[C@@H]1CO)c1ccccc1	-0.1
CCNC(=O)C[C@H]1CC[C@H]2[C@H](COc3ccc(NC(=O)Nc4cccc(C)c4)cc3C(=O)N2C)O1	-1.6
COc1ccc(CN(C)C[C@H]2Oc3c(NS(=O)(=O)c4ccc(C)cc4)cccc3C(=O)N([C@H](C)CO)C[C@@H]2C)cc1	0.3
O=C(C1CC1)N1CC2(C1)[C@H](c1ccccc1)[C@@H](CO)N2S(=O)(=O)c1ccccc1	0.4
Cc1noc(C)c1NC(=O)N(C)C[C@H]1Oc2ccc(NS(=O)(=O)c3c(C)noc3C)cc2CC(=O)N([C@@H](C)CO)C[C@H]1C	0.0
C[C@@H]1CN([C@@H](C)CO)C(=O)c2cc(C#C[C@@H](C)O)cnc2O[C@H]1CN(C)C(=O)CN1CCOCC1	-0.8
C[C@@H]1CN([C@@H](C)CO)S(=O)(=O)c2ccc(-c3ccc(C(=O)N(C)C)cc3)cc2O[C@@H]1CN(C)C(=O)Nc1ccccc1F	-0.3
CC=Cc1ccc2n(c1=O)C[C@@H]1[C@@H](CO)[C@H](C(=O)NCc3ccccc3F)N[C@H]21 (mixture of isomers)	0.1
O=C(C[C@H]1C=C[C@@H](NC(=O)Nc2ccccc2)[C@@H](CO)O1)NCc1ccccn1	0.0
O=S(=O)(c1ccc(F)cc1)N1CCCCN2[C@H](CO)[C@H](c3ccc(-c4ccccc4)cc3)[C@H]2C1	0.7
C[C@@H]1CCCCO[C@@H](CN(C)S(=O)(=O)c2cccs2)[C@@H](C)CN([C@H](C)CO)C(=O)c2cc(NC(=O)Nc3ccccc3)ccc2O1	0.0
CO[C@H]1CC[C@@H]2CCN(C)C(=O)C[C@@H](c3ccccc3)CN(C)C(=O)c3cccc(C#N)c3OC[C@@H]1O2	1.5
C[C@@H]1CCCCO[C@@H](CN(C)C(=O)Nc2ccc(C(F)(F)F)cc2)[C@H](C)CN([C@H](C)CO)C(=O)c2cc(NS(=O)(=O)c3cn(C)cn3)ccc2O1	-1.3
C[C@@H]1CN([C@@H](C)CO)S(=O)(=O)c2ccc(-c3cccnc3)cc2O[C@@H]1CN(C)C(=O)NC1CCCCC1	0.4
C[C@@H]1CCCCO[C@@H](CN(C)C(=O)NC2CCCCC2)[C@@H](C)CN([C@@H](C)CO)C(=O)c2cc(NC(=O)Nc3ccccc3)ccc2O1	0.2
C=C[C@@H](OC)[C@H](OC(=O)Nc1ccc(SC)cc1)c1ccc(OCCO)cc1	-6.0
CN1C(=O)c2cc(NC(=O)C3CC3)ccc2OC[C@@H]2O[C@H](CC(=O)NCC3CCCCC3)CC[C@H]21	0.2
O=C(NCC[C@H]1CC[C@@H](NS(=O)(=O)Cc2ccccc2)[C@@H](CO)O1)C1CC1	0.6
CCCNC(=O)N1CC2(C1)[C@@H](c1ccccc1)[C@@H](CO)N2Cc1cccc(Cl)c1	0.6
O=C(c1cccnc1)N1CC[C@@H]2[C@H](CO)Nc3ccc(C#Cc4cccnc4)cc3[C@@H]21	-15
Cc1ccc(S(=O)(=O)Nc2cccc3c2O[C@H](CN(C)S(C)(=O)=O)[C@H](C)CN([C@H](C)CO)C3=O)cc1	-2.6
COCC(=O)N1CC2(CN(Cc3ccccc3)C2)c2c([nH]c3cc(OC)ccc23)[C@H]1CO	1.8
O=C(Nc1cc(F)ccc1F)N[C@H]1C=C[C@@H](CC(=O)N2CCc3ccccc3C2)O[C@@H]1CO	-0.9
CCC(=O)N1[C@H](CNC(C)=O)[C@H](c2ccc(-c3ccc(F)cc3)cc2)[C@@H]1CO	-2.0
C[C@@H]1CN([C@H](C)CO)C(=O)c2cccc(NS(=O)(=O)c3ccccc3)c2O[C@H]1CN(C)Cc1ccc(C(=O)O)cc1	-1.1
COc1ccccc1-c1ccc([C@H]2[C@@H](CO)N3CCCCN(Cc4ccncc4)C[C@@H]23)cc1	-0.7
C[C@@H]1CCCCO[C@@H](CN(C)C(=O)Nc2cccc3ccccc23)[C@H](C)CN([C@H](C)CO)C(=O)c2cc(NC(=O)Nc3ccc4c(c3)OCO4)ccc2O1	-0.7
COc1ccc(S(=O)(=O)Nc2cccc3c2O[C@H](CN(C)Cc2ccc(Oc4ccccc4)cc2)[C@@H](C)CN([C@@H](C)CO)C3=O)cc1	-0.2
CC(=O)N(C)C[C@@H]1Oc2cc(C#Cc3ccc(F)cc3)ccc2S(=O)(=O)N([C@H](C)CO)C[C@@H]1C	3.5
O=C1CNC[C@H]2[C@@H](c3ccc(C4=CCCC4)cc3)[C@H](CO)N12	0.9
C[C@H]1CN([C@@H](C)CO)C(=O)Cc2cc(N(C)C)ccc2O[C@@H]1CN(C)C(=O)Nc1ccc(F)cc1	-7.7
OC[C@H]1[C@@H](c2ccc(-c3ccccc3F)cc2)[C@@H]2CN(Cc3cccnc3)CCCCN12	-0.1
C[C@H](CO)N1C[C@H](C)[C@H](CN(C)Cc2ccc(-c3ccccc3)cc2)Oc2c(NC(=O)Nc3ccc(F)cc3)cccc2C1=O	-0.3
NCCCCCNC(=O)[C@@H]1C[C@@H]2C(=O)NCC(=O)N2[C@@H]1c1cccc(OCCO)c1	1.1
CC(C)c1cn(CC[C@@H]2CC[C@@H](NS(=O)(=O)c3ccc(Cl)cc3)[C@H](CO)O2)nn1	-0.7
COc1ccc(NC(=O)N(C)C[C@@H]2Oc3ncc(C#C[C@H](C)O)cc3C(=O)N([C@H](C)CO)C[C@H]2C)cc1	-0.4
Cc1noc(C)c1NC(=O)Nc1ccc2c(c1)C(=O)N([C@H](C)CO)C[C@@H](C)[C@@H](CN(C)Cc1ccccc1)O2	-0.3
C[C@@H]1CN([C@@H](C)CO)S(=O)(=O)c2ccc(C#Cc3ccc(F)cc3)cc2O[C@@H]1CN(C)CC1CC1	-1.5
O=C(CCN1CCCCC1)NCC[C@@H]1CC[C@@H](NS(=O)(=O)c2cccc(F)c2)[C@H](CO)O1	-0.5
CC(C)=CCN[C@H](CO)c1ccccc1	-0.3
C[C@@H]1CN([C@H](C)CO)C(=O)c2cc(NC(=O)CCC(F)(F)F)ccc2O[C@H]1CN(C)Cc1ccc(C(F)(F)F)cc1	-0.2
Other records
SMILES	TcdB inh
C[C@@H]1CN([C@H](C)CO)C(=O)Cc2cc(NC(=O)C3CCCCC3)ccc2O[C@H]1CN(C)S(=O)(=O)c1ccc(F)cc1	-0.2
O=C(Nc1ccc(F)cc1)N1CC(=O)N2[C@H](CO)[C@H](c3ccc(C#CC4CC4)cc3)[C@H]2C1	1.0
CCC(=O)N1CC2(C1)[C@@H](c1ccc(-c3ccc(F)cc3)cc1)[C@H](CO)N2S(C)(=O)=O	0.4
COc1cccc(-c2ccc([C@@H]3[C@@H](CO)N4CCCCN(S(=O)(=O)c5cccs5)C[C@H]34)cc2)c1	-0.7
CCN1[C@@H]2c3ccc(-c4ccccc4OC)c(=O)n3C[C@@H]2[C@@H](CO)[C@@H]1C(=O)NCc1ccccc1	0.6
C[C@@H]1CN([C@@H](C)CO)C(=O)c2cccc(NC(=O)C3CCCCC3)c2O[C@@H]1CN(C)S(=O)(=O)c1ccc(F)cc1	2.2
COc1ccc(S(=O)(=O)Nc2ccc3c(c2)C(=O)N([C@H](C)CO)C[C@@H](C)[C@H](CN(C)Cc2ccncc2)OCCCC[C@H](C)O3)cc1	1.2
C[C@@H]1CN([C@@H](C)CO)C(=O)c2cccc(NC(=O)C3CC3)c2O[C@H]1CN(C)Cc1ccc(C(=O)Nc2ccccc2N)cc1	-0.6
CC(C)NC(=O)N(C)C[C@H]1Oc2c(NC(=O)c3ccncc3)cccc2C(=O)N([C@@H](C)CO)C[C@H]1C	-2.1
C[C@H]1CCCCO[C@H](CN(C)C(=O)Nc2cccc3ccccc23)[C@@H](C)CN([C@@H](C)CO)C(=O)c2cc(N(C)C)ccc2O1	-13
CN(C)CC(=O)N1[C@H](C#N)[C@H](c2ccccc2-c2ccccc2F)[C@@H]1CO	-8.4
CC(C)CC#Cc1cnc2c(c1)C(=O)N([C@@H](C)CO)C[C@@H](C)[C@H](CN(C)C(=O)c1cccnc1)O2	-0.6
N#Cc1cccc(-c2ccc3c(c2)[C@@H]2[C@@H](CCN2C(=O)c2ccccc2F)[C@H](CO)N3)c1	0.3
CCC(=O)N1C[C@H](C)[C@@H](OC)CN(C)C(=O)c2ccc(NC(=O)C3CC3)cc2OC[C@@H]1C	-0.3
C[C@H]1CN([C@@H](C)CO)C(=O)c2cc(NC(=O)c3ccncc3)ccc2O[C@@H]1CN(C)Cc1ccc(C(=O)Nc2ccccc2N)cc1	0.8
COc1cccc(NC(=O)N[C@H]2C=C[C@H](CC(=O)Nc3ccccc3)O[C@@H]2CO)c1	-0.1
C[C@H](CO)N1C[C@H](C)[C@H](CN(C)Cc2ccc3c(c2)OCO3)Oc2c(cccc2N(C)C)C1=O	-0.5
CC(C)NC(=O)N(C)C[C@@H]1Oc2ccc(NC(=O)Nc3cccc4ccccc34)cc2C(=O)N([C@@H](C)CO)C[C@@H]1C	1.7
COCC#Cc1ccc([C@@H]2[C@H](CO)N3C(=O)CN(C(=O)C4CC4)C[C@@H]23)cc1	-0.3
CNC(=O)C[C@H]1CC[C@@H]2[C@H](COc3ccc(NS(=O)(=O)c4ccccc4C)cc3C(=O)N2C)O1	12*
COCC#Cc1ccc2c(c1)O[C@H](CN(C)Cc1ccccn1)[C@H](C)CN([C@H](C)CO)S2(=O)=O	-1.2
Cc1ccc(S(=O)(=O)N(C)C[C@H]2Oc3c(NC(=O)Nc4ccccc4)cccc3C(=O)N([C@H](C)CO)C[C@@H]2C)cc1	-2.3
CCC(=O)N[C@H]1CC[C@H](CCn2cc(CN(C)C)nn2)O[C@H]1CO	-0.2
CC(C)NC(=O)Nc1ccc2c(c1)C(=O)N([C@H](C)CO)C[C@@H](C)[C@H](CN(C)Cc1ccccc1)O2	0.6
Cc1ccc(S(=O)(=O)Nc2ccc3c(c2)C(=O)N([C@H](C)CO)C[C@@H](C)[C@@H](CN(C)Cc2ccc(C(=O)Nc4ccccc4N)cc2)O3)cc1	0.6
C[C@H]1CN([C@@H](C)CO)C(=O)c2cc(NC(=O)Nc3ccc(F)cc3)ccc2O[C@H]1CN(C)Cc1ccc2c(c1)OCO2	-0.4
COCc1cn(CC[C@@H]2CC[C@@H](NC(=O)c3ccccc3)[C@H](CO)O2)nn1	-0.4
Cc1ccc(S(=O)(=O)Nc2ccc3c(c2)C(=O)N([C@@H](C)CO)C[C@H](C)[C@@H](CN(C)Cc2ccc(Cl)c(Cl)c2)OCCCC[C@H](C)O3)cc1	-0.8
COc1ccc(CN(C)C[C@@H]2OCCCC[C@H](C)Oc3ccc(NC(=O)NC(C)C)cc3C(=O)N([C@@H](C)CO)C[C@@H]2C)cc1	-1.9
CC(C)NC(=O)N1CCCCN2[C@H](CO)[C@H](c3ccc(Br)cc3)[C@@H]2C1	1.6
C[C@@H]1CN([C@H](C)CO)C(=O)c2cccc(NC(=O)Nc3cccc4ccccc34)c2O[C@H]1CN(C)S(=O)(=O)c1cn(C)cn1	-7.5
CCCN(C)C[C@@H]1Oc2cc(C#CCOC)ccc2S(=O)(=O)N([C@@H](C)CO)C[C@@H]1C	-0.1

Not all compounds are listed. The share of hits here may be higher or lower than overall.
